SNCA expr inh: SNCA gene expression inhibition; HEK-293 SNCA-luciferase knock-in, luminescence, 24 h; Potency, µM (doses to about 57.2 µM), for inactives: at the highest dose activity change, negative = inhibition, most hits filed as inhibitors; actives 0.17% (n = 140,000);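 also: potency is read from the fitted curve at half-maximal effect; plate controls were DMSO cells for no effect and cell-free wells for full effect; nearly all actives have a fitted effect of over 45% in size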
HEK cytotox: kills HEK 293 cells; Potency, µM (top dose mostly 115 µM), for inactives: at the top dose activity change, negative = cytotoxicity, actives largely listed as inhibitors; actives 6.6% (n = 94,000); HEK 293 viability, ATP luminescence (CellTiter-Glo), 48-72 h; also: potency is read from the fitted curve at half-maximal effect; nearly all actives have a fitted effect of over 60% in size
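HEK 293 cells seeded at 250 cells/well were exposed to compound for 48 or 72 hr at 37 degree Celsius. Viability taken as ATP content by CellTiter-Glo luminescence.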
GPT2 inhibitor: inhibitors of human GPT2 alanine aminotransferase; AID 1671188; Q8TD30; Potency, µM (highest dose often 57.7 µM), inactives show at the highest dose activity change, negative = inhibition, actives largely listed as inhibitors; Recombinant GPT2, coupled pyruvate oxidase/HRP Amplex Red fluorescence; actives 0.25% (n = 100,000); also: potency is read from the fitted curve at half-maximal effect; nearly all actives have a fitted effect of over 60% in size; many of its hits are not listed in these tables
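Inhibition is scored from Amplex Red fluorescence generated when pyruvate oxidase and HRP act on pyruvate released by GPT2. Reactions contain 10ng/uL enzyme, 250uM a-KG and 2mM L-alanine and run 30 min at room temperature.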
Luciferase inh: inhibitors of firefly (Photinus pyralis) luciferase; AID 1347043; P08659; actives 2.5% (n = 76,000); purified P. pyralis luciferase, luminescence, biochemical; Potency, µM (titrated, usually from 115 µM), inactives show at the top dose activity change, negative = inhibition, actives largely listed as inhibitors; also: potency is read from the fitted curve at half-maximal effect; nearly all actives have a fitted effect of over 65% in size
Target sequence (P08659 whole entry, looked up): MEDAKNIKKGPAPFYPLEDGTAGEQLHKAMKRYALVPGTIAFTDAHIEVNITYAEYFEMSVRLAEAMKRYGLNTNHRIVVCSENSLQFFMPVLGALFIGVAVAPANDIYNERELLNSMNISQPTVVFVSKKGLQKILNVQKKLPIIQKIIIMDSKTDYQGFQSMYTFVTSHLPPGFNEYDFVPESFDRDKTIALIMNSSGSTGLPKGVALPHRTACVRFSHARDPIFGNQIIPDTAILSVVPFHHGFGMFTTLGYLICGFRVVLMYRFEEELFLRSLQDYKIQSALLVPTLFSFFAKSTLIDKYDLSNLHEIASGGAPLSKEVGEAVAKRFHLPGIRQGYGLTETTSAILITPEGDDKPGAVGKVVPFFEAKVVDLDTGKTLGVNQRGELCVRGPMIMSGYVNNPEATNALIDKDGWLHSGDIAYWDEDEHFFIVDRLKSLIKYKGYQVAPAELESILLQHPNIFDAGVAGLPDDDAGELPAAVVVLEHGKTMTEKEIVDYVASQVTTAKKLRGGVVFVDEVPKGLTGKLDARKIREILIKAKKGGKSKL
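Purified 10nM P. pyralis luciferase with 10uM D-luciferin and 10uM ATP in 50mM Tris acetate pH 7.5, 10mM Mg acetate, 0.01% Tween-20, 0.05% BSA. qHTS titration; luminescence read by CCD imager.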
HEK293 viab: cell viability loss counter-screen; HEK-293-SNCA-luc viability, GF-AFC fluorescence, 24 h; Potency, µM (titrated, usually from 57.1 µM), inactives show top-dose activity change, negative = cytotoxicity, hits mostly cytotoxic; actives 0.12% (n = 150,000); AID 1671193;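 also: potency is read from the fitted curve at half-maximal effect; 0% = DMSO-treated cells and -100% = medium-only wells without cells; nearly all actives have a fitted effect of over 30% in size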
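HEK-293-SNCA-luc cells (1500/well) plated 24 h, then exposed 24 h to a dilution series; GF-AFC added 30 min at 37C, fluorescence 405/540 nm; normalised to medium-only and DMSO wells, Hill fit.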
IP6K1 inh: blocks human inositol hexakisphosphate kinase 1 | IP6K1 kinase, ADP-Glo luminescence, 2 h; hits give low values | activity change, % (series mostly up to about 58 µM) | actives 0.81% (n = 140,000) | AID 1645851; in the data active = activity change below about -25%
Target sequence (Q92551 whole entry, looked up): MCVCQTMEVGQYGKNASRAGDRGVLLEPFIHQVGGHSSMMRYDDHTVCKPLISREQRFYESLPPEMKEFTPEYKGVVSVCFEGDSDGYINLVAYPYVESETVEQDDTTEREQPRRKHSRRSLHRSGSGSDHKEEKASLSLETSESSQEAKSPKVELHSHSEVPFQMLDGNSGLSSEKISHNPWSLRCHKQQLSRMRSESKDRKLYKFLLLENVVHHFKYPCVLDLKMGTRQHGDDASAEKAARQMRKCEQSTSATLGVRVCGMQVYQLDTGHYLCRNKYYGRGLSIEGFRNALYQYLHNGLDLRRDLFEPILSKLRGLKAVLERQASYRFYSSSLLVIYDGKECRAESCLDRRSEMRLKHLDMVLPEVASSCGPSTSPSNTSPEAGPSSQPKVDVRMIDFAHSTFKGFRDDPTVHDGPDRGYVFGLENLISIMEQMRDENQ
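ADP-Glo luminescence measures ADP made by human IP6K1 during a 2 h RT reaction with ATP/IP6 (mix at 1.3 mM/130 uM); top library doses 57.5 and 19.1 uM final.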
3T3 cytotox: NIH 3T3 cell cytotoxicity; actives 4.3% (n = 94,000); Potency, µM (doses to about 96.7 µM), for inactives: top-dose activity change, negative = cytotoxicity, actives largely listed as inhibitors; AID 1345082; NIH 3T3 viability, CellTiter-Glo ATP luminescence, 48-72 h; also: potency is read from the fitted curve at half-maximal effect; nearly all actives have a fitted effect of over 55% in size
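Luminescent ATP readout (CellTiter-Glo, 10 min RT) after 48 or 72 hr compound exposure of NIH 3T3 cells seeded at 400 cells/well in 1536-well format; quantitative HTS.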
Numbers without * were called inactive; i = inactive; ? = inconclusive; . = no result given; [ ] = remark or other dose. Unless noted, calls follow the shape of the dose curve; as a rule, active = well fitted curve in the direction sought with a large enough effect; inconclusive = small, poorly fitted or top-dose-only effect, or another doubt; inactive = no such curve, though single readings can be large; an effect the other way counts as inactive or inconclusive. Unless noted, % is scaled to controls: 0 for no effect and ±100 for the full control effect.

SMILES	SNCA expr inh	HEK cytotox	GPT2 inhibitor	Luciferase inh	HEK293 viab	IP6K1 inh	3T3 cytotox
Cc1ccc(Nc2ccnc(N3CCCC3C(=O)N3CCN(Cc4ccccc4)CC3)n2)cc1 (centres undefined)	3.9%	14.1µM*	i	.	-20.0%[12.5 µM]	1.9	35.5µM*
O=C(C1CCCC1)N1CC2(Cc3ccccc3NC2=O)C1	2.6%[87.6 µM]	-3.1%[172 µM]	i	.	-4.4%[87.6 µM]	2.3	-10.6%[138 µM]
Cc1cnc(C(=O)NC2C[C@H]3CC[C@@H](C2)N3C(=O)CCC2CCCC2)cn1 (some centres undefined)	4.6%	?	2.5%	1.5%	-18.1%	19.3	?
CC1(CCCCN2CCOCC2)COc2ccc(C(=O)Nc3cccnc3)cc2N1 (centres undefined)	62.2%[activator][87.6 µM]	?	i	?	-4.1%[87.6 µM]	9.8	?
O=S(=O)(Nc1ccc(OC(F)(F)F)cc1)c1ccc(N2CCCCS2(=O)=O)cc1	?	.	.	.	-14.1%	-0.9	.
Cc1nn2c(=O)cc(COC(=O)c3ccc(NC(=O)C4CCCCC4)cc3)nc2s1	-8.2%	.	.	.	6.4%	-9.6	.
CN(C(=O)CN1CCC2(CC1)C(C(=O)O)CC(=O)N2C)c1ccccc1 (centres undefined)	4.6%	i	-21.7%	2.1%	-1.7%	4.0	-1.4%
CC1=C[C@@H](CNCc2ccccn2)[C@H](C(C)C)C[C@H]1Cc1nnc(-c2ccc(N(C)C)cc2)o1	?	11.2µM*	i	6.2%	?	2.5	?
CCc1nc2c(c(-c3ccc(Cl)cc3)n1)CN(CC1CC1)CC2	-6.4%[87.6 µM]	?	i	-6.2%[172 µM]	1.9%[87.6 µM]	-2.0	?
COc1ccccc1NC(=O)CCn1nc(-c2ccccc2OC)c2c(C)cc(C)nc21	-8.7%	.	.	.	-9.9%	-1.1	.
O=C1CC(c2ccccc2)N(C(=O)CNC(=O)Cn2c(=O)oc3ccccc32)CCCCCN1 (centres undefined)	40.7%[activator]	3.5%	i	-1.5%	-2.5%	5.1	i
Cc1ccc2scc(N3CCCC(C)C3)c(=O)c2c1 (centres undefined)	-32.5%	.	.	.	-29.7%	1.7	.
CCC(=O)Nc1ccccc1-c1nc2ccccc2n(CC(=O)c2ccc(C)c(C)c2)c1=O	-16.9%	.	.	.	-8.9%	-0.6	.
O=C(c1ccc2nccnc2c1)N1C[C@H]2CC[C@@H]1CN(C1CCOCC1)C2	-20.9%	-12.2%	-3.3%	-2.9%	-4.8%	-6.1	?
Cn1ccc(C(=O)N2CC3ON=C(C(=O)NCc4ccc(F)cc4)C3C2)n1 (centres undefined)	2.5%	3.4%	-7.9%	.	6.5%	6.3	i
CCC(C)NC(=O)CCCc1nnc2n(CC(C)C)c(=O)c3sccc3n12 (centres undefined)	22.5%	.	.	.	-26.3%	7.7	.
CCn1cc(C(=O)N2CCN(c3ccccc3)CC2)c(=O)c2cc(S(=O)(=O)N(C)C3CCCCC3)ccc21	7.7%	.	.	.	0.2%	-6.1	.
Cc1ccc(C2C=C(c3ccc(Cl)cc3)Nc3nc(NS(=O)(=O)c4ccccc4)nn32)cc1 (centres undefined)	0.9%	.	.	.	?	-5.8	.
COCCO[C@H]1C(=O)N(C2CCN(C(=O)CC(F)(F)F)CC2)[C@H]1c1ccncc1	55.0%[activator]	i	i	?	-0.5%	5.0	2.2%
Cc1ccc(C2=NC3(CCN(C(=O)COc4ccc(F)cc4)CC3)ON2)cc1	-8.7%	-29.6%	i	-6.7%	-10.9%	14.7	-23.5%
COc1nccc(N2CCC(CC(=O)NCCCN3CCCC3=O)CC2)n1	-11.7%	-27.4%	i	5.4%	5.4%	18.8	-21.2%
CN1CC(=O)N(C2CCCCC2)Cc2c(NCCCO)ncnc21	-1.2%	0.5%	i	.	2.7%	2.5	-6.7%
COc1ccc(C(=O)NCc2nnc3ccc(-c4ccc(C)c(C)c4)nn23)cc1OC	-6.8%	?	4.2%	0.0%	-0.1%	-8.3	-13.2%
O=C(NCCCc1ccccc1)c1nc2cccnc2n(Cc2ccccc2)c1=O	-3.5%	?	i	.	-16.1%	8.7	?
CCOc1ccc(-n2cc(-c3ccccc3)c3c(NCc4ccc(F)cc4)ncnc32)cc1	-1.1%	.	.	.	-2.9%	12.4	.
COc1ccc(OC)c(NC(=O)C2Cc3ccccc3CN2S(=O)(=O)c2ccc(F)cc2)c1 (centres undefined)	-8.5%	.	.	.	12.1%	-4.1	.
O=C(c1cccc(F)c1)N1CCC(c2nc(C3CCOCC3)no2)C1 (centres undefined)	-13.6%	-1.8%	i	-12.9%	-0.8%	13.7	-20.6%
COCc1cc(=O)n(CC(=O)Nc2ccccc2F)c(N2CCOCC2)n1	-10.7%	3.9%	i	-2.6%	-0.8%	14.3	-1.5%
COc1cccc(C(=O)N[C@@H]2CN(c3ccccn3)C[C@H]2CN(C)C)c1OC	-9.4%	3.3%	i	8.3%	1.1%	22.1	-1.8%
O=C1COc2ccc(-c3ccc(F)cc3)nc2CN1Cc1ccccc1F	-3.7%[87.6 µM]	100µM*	-0.3%[88.5 µM]	-1.4%[172 µM]	2.9%[87.6 µM]	-14.4	?
CCN(CC)CCCNC(=O)CSc1nc(-c2ccc(OC)cc2)cc(C(F)(F)F)n1	10.7%	.	.	.	?	2.6	.
Cc1ncccc1OC1(C(=O)NCc2n[nH]c3c2CCC3)CCNCC1	-8.8%	-18.1%	-3.5%	-6.1%	-7.1%	-6.0	-12.8%
CCCN(CC1CCOC1)C(=O)c1cccc(Cl)c1 (centres undefined)	0.8%	-16.2%	3.5%	5.8%	-5.1%	13.8	-11.5%
CC(C)N1CCN(C2CCN(c3ccc4c(c3)CCC4)CC2)CC1CCO (centres undefined)	12.5%	?	1.1%	5.5%	1.0%	8.3	?
COc1ccccc1C(=O)Nc1ccc(-c2nc3ccccc3s2)c(C)c1	13.5%	.	.	.	5.8%	11.8	.
CC(C)CN(CCNC(=O)CCN1N=C(c2ccccc2)CCC1=O)CC(C)C	14.7%	.	.	.	-15.5%	0.8	.
O=C(Cc1cccc(Cl)c1)NC1CCCN(c2ccc3nnc(-c4ccccc4)n3n2)C1 (centres undefined)	.	35.5µM*	.	.	.	6.8	35.5µM*
Cc1ccc(CNC(=O)C2(C)CCCCC(=O)N2)o1 (centres undefined)	-5.6%	3.7%	i	7.7%	-4.1%	8.3	i
Cc1ccccc1Oc1ncccc1CNC(=O)C(C)(C)n1cccc1	6.3%	?	i[11.5 µM]	-4.0%	-2.6%	-8.7	-18.6%
CN1C(=O)CC(C(=O)O)C12CCN(Cc1cccc(OC(F)F)c1)CC2 (centres undefined)	-12.1%	i	?	13.5%	8.0%	-1.1	-0.6%
CCOC(=O)c1ccccc1NC(=O)c1c2c(nc3ccccc13)C(=O)N(C1CCCCC1)C2	20.5%	.	.	.	-7.1%	12.7	.
COc1ccccc1-c1[nH]nc2ncc(-c3cccc(F)c3)nc12	-17.1%[87.6 µM]	.	-5.5%[88.5 µM]	.	?	9.9	.
COCCCNC(=O)c1ccc2nnc(CC3CC3)n2c1	7.6%[87.6 µM]	-14.0%[172 µM]	i	.	6.5%[87.6 µM]	6.6	-23.0%[138 µM]
O=C(NCc1nnc2c(-c3nc(C4CC4)no3)cccn12)c1cc(F)ccc1F	-6.2%	?	i	-8.2%	9.8%	16.5	-23.3%
Cc1ccc(C)c(C(=O)NCc2nnc3cc(-c4nc(C)no4)ccn23)c1	-3.7%	?	2.2%	0.0%	9.7%	6.2	?
COc1ccccc1-c1cnc(Nc2ccc(Cl)cn2)c2c1CCO2	35.3%[activator][87.6 µM]	63.1µM*	-0.9%[88.5 µM]	?	7.9%[87.6 µM]	-9.3	?
C=CCNc1nc(C)nc2c1CCN(C(=O)Cc1nnc(N)s1)CC2	11.0%	-8.5%	i	0.0%	1.4%	-3.2	0.3%
CC(=O)Nc1cccc(NC(=O)C(=O)NCCc2csc3nc(-c4ccccc4F)nn23)c1	16.5%	.	.	.	16.8%	-1.6	.

Of the compounds above, 9 contain an aryl methoxy group.
SMILES	SNCA expr inh	HEK cytotox	GPT2 inhibitor	Luciferase inh	HEK293 viab	IP6K1 inh	3T3 cytotox
COc1ccccc1NC(=O)CCn1nc(-c2ccccc2OC)c2c(C)cc(C)nc21	-8.7%	.	.	.	-9.9%	-1.1	.
COc1nccc(N2CCC(CC(=O)NCCCN3CCCC3=O)CC2)n1	-11.7%	-27.4%	i	5.4%	5.4%	18.8	-21.2%
COc1ccc(C(=O)NCc2nnc3ccc(-c4ccc(C)c(C)c4)nn23)cc1OC	-6.8%	?	4.2%	0.0%	-0.1%	-8.3	-13.2%
COc1ccc(OC)c(NC(=O)C2Cc3ccccc3CN2S(=O)(=O)c2ccc(F)cc2)c1 (centres undefined)	-8.5%	.	.	.	12.1%	-4.1	.
COc1cccc(C(=O)N[C@@H]2CN(c3ccccn3)C[C@H]2CN(C)C)c1OC	-9.4%	3.3%	i	8.3%	1.1%	22.1	-1.8%
CCN(CC)CCCNC(=O)CSc1nc(-c2ccc(OC)cc2)cc(C(F)(F)F)n1	10.7%	.	.	.	?	2.6	.
COc1ccccc1C(=O)Nc1ccc(-c2nc3ccccc3s2)c(C)c1	13.5%	.	.	.	5.8%	11.8	.
COc1ccccc1-c1[nH]nc2ncc(-c3cccc(F)c3)nc12	-17.1%[87.6 µM]	.	-5.5%[88.5 µM]	.	?	9.9	.
COc1ccccc1-c1cnc(Nc2ccc(Cl)cn2)c2c1CCO2	35.3%[activator][87.6 µM]	63.1µM*	-0.9%[88.5 µM]	?	7.9%[87.6 µM]	-9.3	?

Source: PubChem
